GAA inh: qHTS Assay for Inhibitors of Human alpha-Glucosidase as a Potential Chaperone Treatment of Pompe Disease. purified human GAA, 4-MU-alpha-glucoside fluorescence. Lysosomal alpha-glucosidase (Homo sapiens), P10253. actives 0.005% (n = 200,000). Potency, µM (highest dose often 76.9 µM), without a hit: top-dose activity change, negative = inhibition, hits mostly inhibitors;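 note: plate controls were uninhibited enzyme wells for no effect and no-enzyme background for full effect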
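AC50 values come from Hill fits of compound titrations (up to 77 uM) against 4 nM human enzyme. Substrate 4-methylumbelliferyl-alpha-D-pyranoside at 400 uM, pH 5.0 citrate buffer, 20 min room temperature; fluorescence Ex 365/Em 440 after alkaline stop.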
Tau fibril FP: qHTS for Inhibitors of Tau Fibril Formation, Fluorescence Polarization. Microtubule-associated protein tau (Homo sapiens), P10636. K18 P301L tau heparin fibrillization, Alexa594 FP, 6 h. Potency, µM (top dose mostly 57.7 µM), for inactives: at the top dose activity, negative = inhibition, actives largely listed as inhibitors. actives 0.39% (n = 280,000). AID 1468, 2008; note: % is set by controls: 0 for no effect and ±100 for the full control effect; nearly all actives have a fitted effect of over 55% in size
Target sequence (P10636 561-689 P618L limits assumed): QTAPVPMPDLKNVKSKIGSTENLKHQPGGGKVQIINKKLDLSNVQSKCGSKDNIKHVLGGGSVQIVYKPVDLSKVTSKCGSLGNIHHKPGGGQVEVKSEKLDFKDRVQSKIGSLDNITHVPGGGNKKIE
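Recombinant K18 P301L […], labeled with Alexa 594 at 0.24 uM over 15 uM unlabeled; heparin inducer 20 uM final; 37 C, 6 hr; FP endpoint.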
aGlu spleen mod: qHTS Assay for Inhibitors and Activators of Human alpha-Glucosidase From Spleen Homogenate | Potency, µM (highest dose often 79.9 µM), inactives show top-dose activity change, negative = inhibition, most hits filed as inhibitors | actives 0.006% (n = 240,000) | AID 2112, 2009 | Lysosomal alpha-glucosidase (Homo sapiens), P10253 | human spleen homogenate, 4-MU-alpha-glucoside fluorescence;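 note: 0% = enzyme with vehicle and -100% = no enzyme basal signal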
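Human spleen homogenate (1 ug) with 4-methylumbelliferyl-alpha-D-glucopyranoside (1 mM final) in 50 mM citrate/phosphate pH 5.0, 0.01% Tween-20; 40 min at 37 C. Stopped at pH 10; 4-MU fluorescence Ex 365/Em 440 nm; AC50 by Hill fit.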
Tau fibril ThT: qHTS for Inhibitors of Tau Fibril Formation, Thioflavin T Binding | recombinant tau K18 P301L, heparin-induced fibrillization, ThT fluorescence | actives 2.1% (n = 270,000) | Potency, µM (series often up to 57.4 µM), inactives show at the top dose activity, negative = inhibition, most hits filed as inhibitors | Microtubule-associated protein tau (Homo sapiens), P10636; note: % is set by controls: 0 for no effect and ±100 for the full control effect; nearly all actives have a fitted effect of over 55% in size
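Recombinant human tau K18 fragment […] carrying P301L, 15 uM unlabeled plus 0.24 uM Alexa 594-labeled, was fibrillized with 20 uM heparin in 100 mM sodium acetate pH 7 for 6 hr at 37 C; 30 uM ThT fluorescence read after 1 hr.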
GAA glycogen: qHTS Assay for Inhibitors and Activators of Human alpha-Glucosidase Cleavage of Glycogen. recombinant GAA, glycogen substrate, Amplex Red glucose oxidase fluorescence. Potency, µM (highest dose often 76.4 µM), for the others: at the top dose activity change, negative = inhibition, usual class: inhibitors. actives 0.38% (n = 300,000). AID 2100, 2009;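 note: 0% = full enzyme reaction and -100% = no-enzyme basal signal; the screen sought inhibitors and activators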
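qHTS, 1536-well; enzyme 4 nM final; cpd up to 77 uM; substrate bovine liver glycogen 30 ug; 50 mM citrate/phosphate pH 5.0, 0.01% Tween-20; 37 C, 40 min; Amplex Red detection 45 min RT; Hill fit → AC50.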
GLA spleen mod: qHTS Assay for Inhibitors and Activators of Human alpha-Galactosidase From Spleen Homogenate. actives 0.008% (n = 240,000). Alpha-galactosidase A (Homo sapiens), P06280. Potency, µM (highest dose often 80 µM), for inactives: at the top dose activity change, negative = inhibition, most hits filed as inhibitors. human spleen homogenate, 4MU-alpha-Gal fluorescence, 40 min;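 note: 0% = enzyme with vehicle and -100% = no enzyme basal signal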
Target sequence (P06280 32-429 limits assumed): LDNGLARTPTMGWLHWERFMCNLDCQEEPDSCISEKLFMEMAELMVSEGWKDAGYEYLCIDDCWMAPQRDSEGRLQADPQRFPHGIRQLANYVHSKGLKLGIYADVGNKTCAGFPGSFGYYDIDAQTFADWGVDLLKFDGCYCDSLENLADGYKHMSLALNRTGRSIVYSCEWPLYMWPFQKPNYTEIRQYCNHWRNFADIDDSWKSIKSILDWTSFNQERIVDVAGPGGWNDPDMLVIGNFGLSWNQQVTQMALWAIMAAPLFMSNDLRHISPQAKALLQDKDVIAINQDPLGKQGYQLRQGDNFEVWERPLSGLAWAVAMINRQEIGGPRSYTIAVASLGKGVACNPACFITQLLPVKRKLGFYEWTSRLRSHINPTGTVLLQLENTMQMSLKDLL
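Human spleen homogenate (1 ug) as enzyme source, 4-methylumbelliferyl-alpha-D-galactopyranoside 1 mM final, citrate/phosphate pH 5.0 with 0.01% Tween-20. Compounds 40 min at 37C, NaOH/glycine stop; fluorescence Ex 365/Em 440, Hill-fit AC50.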
Tau fluor cs: Counterscreen qHTS for Inhibitors of Tau Fibril Formation, Fluorescence Polarization. tau K18 P301L Alexa594 fluorescence, heparin fibrillization. Potency, µM (top dose mostly 57.7 µM), for the others: top-dose activity change, negative = decrease. actives 0.93% (n = 280,000). AID 1463, 2008; note: % is set by controls: 0 for no effect and ±100 for the full control effect; nearly all actives have a fitted effect of over 55% in size
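Human tau K18 P301L (15 uM unlabeled, 0.24 uM Alexa 594-labeled) in 100 mM sodium acetate pH 7 with 20 uM heparin, 6 hr at 37 C. ThT 30 uM added, 1 hr ambient; Alexa 594 FP and total fluorescence read at 555/632 nm.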
HTT cytoprotect: qHTS Multiplex Assay to Identify Dual Action Probes in a Cell Model of Huntington: Cytoprotection (ATP); Potency, µM (doses to about 56.4 µM), for inactives: cytoprotection (ATP increase), hits mostly activators; actives 0.14% (n = 230,000); PC12 HTT-Q103 induced, cytoprotection, ATP luminescence, 40 h;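 note: % of control where 0% means no effect; nearly all actives have a fitted effect of over 45% in size; toxic huntingtin expression switched on by the ecdysone agonist tebufenozide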
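Cells were plated at 1500 per well in phenol red-free DMEM with 5% equine and 5% calf serum. Tebufenozide (100 nM final) and compounds were added, then ATPlite reagent, and luminescence was read.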
An asterisk follows results filed as active; ? = inconclusive; nt = no result given; [ ] = dose if it differs, or a comment. Calls come from the whole dose curve; as a rule, active = well fitted curve in the direction sought with a large enough effect; inconclusive = small, poorly fitted or top-dose-only effect, or another doubt; inactive = no such curve, though single readings can be large; an effect the other way counts as inactive or inconclusive. Potency is the fitted concentration of half-maximal effect.

SMILES	GAA inh	Tau fibril FP	aGlu spleen mod	Tau fibril ThT	GAA glycogen	GLA spleen mod	Tau fluor cs	HTT cytoprotect
Cc1cc(NC(=O)c2cccc(S(=O)(=O)N3CCCC3)c2)no1	-2%	7%	-1%	-1%	4%	-13%	1%	-18%[0.074 µM]
O=C(Nc1c(-c2cccs2)nc2ccccn12)c1ccc2ccccc2c1	-4%	-18%	-1%	-7%	-2%	2%	-16%	-4%[10 µM]
S=C(NCc1ccccc1)NC1CCCc2ccccc21 (configuration not stated)	-3%	-11%	4%	-7%	-14%	6%	-24%	0%
COc1ccccc1C(=O)NNC(=O)C(=O)NC(C)(C)C	-4%	9%	-3%	2%	-2%	3%	2%	-29%
CCOC(=O)c1cnc(-n2nc(C)cc2C)nc1-n1nc(C)cc1C	2%	4%	-10%	1%	6%	-4%	0%	-28%[0.074 µM]
Cc1cc2c(ncn2Cc2ccccc2)c(N)c1C	2%	-7%	3%	-1%	-6%	5%	-8%	39%[10 µM]
CC(=O)N/C(=C/c1ccc(OC(F)F)cc1)C(=O)O	-1%	-7%	-8%	11%	15%	2%	4%	-4%[10 µM]
Cn1c(N)c(C(=O)CSc2ccccn2)c(=O)n(C)c1=O	-8%	0%	6%	4%	-2%	8%	5%	nt
COCC(C)NCc1ccc(C)cc1C (configuration not stated)	-2%	-2%	2%	-9%	2%	-2%	3%	-26%[0.074 µM]
O=C(NCCCNC1CCCCC1)c1ccc(/C=N/O)nc1	-1%	-1%	4%	1%	3%	13%	2%	-3%
COC(=O)c1sc(C(C)(C)C)cc1CS(=O)(=O)c1ccccn1	nt	4%	-1%	-7%	5%	-8%	-8%	14%[10 µM]
CCC(=O)N1CCN(C(=O)CC)C1c1ccccc1	14%	-5%	2%	-2%	1%	-5%	-8%	13%
Cc1ccccc1NS(=O)(=O)c1ccc(OCC(=O)NCc2ccccn2)cc1	-7%	3%	6%	3%	6%	0%	5%	2%
Nn1c(SCC(=O)N2CCOCC2)nnc1-c1ccco1	3%	-4%	-10%	-8%	-2%	-25%	-7%	-14%
COc1ccccc1CNC(=O)c1cn(C)c2ccc(S(=O)(=O)N3CCCC3)cc2c1=O	-8%	-7%	1%	-13%	2%	-4%	-27%	-85%[inhibitor]
COC/C=C/C1=CC2=CC(=O)C(C)(OC(=O)c3cnc4ccccc4n3)C(=O)C2=CN1CCOC (configuration not stated)	nt	-2%[11.6 µM]	-6%[17.4 µM]	-3%[11.5 µM]	nt	-5%[17.5 µM]	-2%[11.6 µM]	-35%[inhibitor][10 µM]
Cc1ccc(S(=O)(=O)Nc2ccc3ncccc3c2)cc1	-5%	-7%	3%	-11%	-3%	6%	-16%	0%
Cc1nc(Nc2ccc(Cl)cc2)cc(-c2ccccc2)n1	nt	28µM*	nt	21%	-14%[76.3 µM]	nt	13µM*[quencher]	nt
C=CCn1cc(/C=N/N2C(=O)C3C4C=CC(C4)C3C2=O)c2ccccc21 (configuration not stated)	2%	14%	-8%	-5%	-15%	6%	-6%	-52%[inhibitor]
CC(=O)Nc1ccc(NC(=O)CSc2nc3ccccc3nc2N2CCC(C)CC2)cc1	nt	?	nt	?	1%[76.3 µM]	nt	?	nt

In the list so far, 2 have a tert-butyl group:
SMILES	GAA inh	Tau fibril FP	aGlu spleen mod	Tau fibril ThT	GAA glycogen	GLA spleen mod	Tau fluor cs	HTT cytoprotect
COc1ccccc1C(=O)NNC(=O)C(=O)NC(C)(C)C	-4%	9%	-3%	2%	-2%	3%	2%	-29%
COC(=O)c1sc(C(C)(C)C)cc1CS(=O)(=O)c1ccccn1	nt	4%	-1%	-7%	5%	-8%	-8%	14%[10 µM]

Whole records, quoted from the list. Values in the order: GAA inh	Tau fibril FP	aGlu spleen mod	Tau fibril ThT	GAA glycogen	GLA spleen mod	Tau fluor cs	HTT cytoprotect
Profile of `O=C(NCCCNC1CCCCC1)c1ccc(/C=N/O)nc1` → -1%	-1%	4%	1%	3%	13%	2%	-3%
Profile of `CC(=O)N/C(=C/c1ccc(OC(F)F)cc1)C(=O)O` → -1%	-7%	-8%	11%	15%	2%	4%	-4%[10 µM]

Next section:
SMILES	GAA inh	Tau fibril FP	aGlu spleen mod	Tau fibril ThT	GAA glycogen	GLA spleen mod	Tau fluor cs	HTT cytoprotect
O=C(/C=C/c1ccccc1)C1=C(O)C(=O)N(CCO)C1c1cccc([N+](=O)[O-])c1 (configuration not stated)	nt	2%	0%	-8%	3%	-1%	-5%	16%[10 µM]
CN1CCN(C(=O)c2ccccc2Nc2ccc(SC(F)F)cc2)CC1	2%	11%	4%	-6%	7%	3%	-3%	-10%
FC(F)(F)c1nnc2sc(-c3ccccn3)nn12	-5%	-5%	2%	-10%	8%	9%	-17%	27%[10 µM]
Cc1cc(Cl)cc(C)c1OCC(=O)O	-2%	-5%	-10%	0%	0%	12%	-4%	-14%[4.97 µM]
NC(=O)c1nsc(C(=O)N(CC(=O)NCc2ccc3c(c2)OCO3)C2CCCC2)c1N	?	-10%	-4%	14%	12%	16%	5%	-23%[10 µM]
CN(C)C(C)(C)C#CCCCCC#CC(C)(C)N(C)C	-1%	2%	-3%	-7%	-6%	2%	-1%	-6%[10 µM]
CC(C)(C)n1nnnc1C(c1cccs1)N1CCCc2ccccc21 (configuration not stated)	-10%	-1%	-2%	-10%	-6%	0%	-12%	-2%
CCS(=O)(=O)N1CCCC(C(=O)NCCc2ccccc2)C1 (configuration not stated)	-1%	3%	-3%	-6%	9%	-1%	-6%	0%
c1ccc(-c2nc3ccccc3c3nncn23)cc1	4%	-7%	-2%	-16%	3%	4%	-12%	-13%
CC(C)C(=O)Nc1nnc(Cc2ccccc2)s1	2%	1%	-5%	-9%	10%	9%	-1%	-14%
O=C(COC(=O)/C=C/c1cccs1)NC1CC1	-2%	-7%	6%	3%	-7%	9%	-1%	-39%[inhibitor]
C=CCNC(=S)Nc1ccc(C)c(S(=O)(=O)N2CCCCC2)c1	-3%	-15%	3%	11%	-27%	2%	-20%	nt
COc1ccc(-n2nc(C(=O)NCC(=O)NCc3ccco3)c3ccccc3c2=O)c(OC)c1	4%	3%	6%	-11%	0%	2%	-5%	4%
COc1cc(NS(=O)(=O)c2ccc(NS(=O)(=O)c3ccccc3)cc2)nc(OC)n1	-7%	-5%	-5%	4%	-5%	1%	0%	-9%
CC1CCN(C(=S)c2cccc(O)c2)CC1	?	-5%	-17%	-3%	19%	-7%	2%	-5%[10 µM]
N#C/C(=C1\CCCN1)c1ccc2ccccc2n1	-10%	-9%	-2%	-7%	2%	-2%	-18%	-3%
C#CCOCCOCCOCCNc1nc(N2CCOCC2)nc(N2CCN(C(=O)[C@H]([C@@H](C)CC)n3cc([C@@H](N)Cc4ccc(O)cc4)nn3)CC2)n1	nt	5%	-1%	-9%	-6%	8%	-11%	12%[10 µM]
CCCC(c1nnnn1C1CCCCC1)N1CCN(c2ncccn2)CC1 (configuration not stated)	-3%	2%	3%	-5%	12%	0%	4%	16%[10 µM]
Cc1cc(C)n(-c2nc3c(c(=O)[nH]c(=O)n3C)n2Cc2cccc(Br)c2)n1	?	-8%	8%	-5%	?	-1%	0%	19%[0.074 µM]
CCc1ccc(N(CC(=O)O)S(=O)(=O)c2c(C)noc2C)cc1	-1%	0%	-3%	3%	4%	-15%	9%	31%[10 µM]
COc1ccc(S(=O)(=O)N2CCCN(CC(=O)C(C)(C)C)CC2)cc1	0%	-7%	-11%	-5%	1%	1%	5%	-12%
CCOC(=O)c1cc2c(ccn2-c2ccc(F)cc2)n1CC(=O)N1CCN(C(=O)c2ccco2)CC1	2%	-5%	-6%	-12%	2%	-6%	-8%	10%[10 µM]
CCOc1ccc(C(O)C(CN2CCOCC2)c2ccccc2)cc1 (configuration not stated)	-6%	-3%	3%	2%	10%	9%	1%	6%
CN(C)c1ccnc2sc3c(NCC(O)CO)ncnc3c12 (configuration not stated)	-11%	-3%	3%	8%	-3%	6%	8%	4%[10 µM]
O=C(Nc1ccc(O)c(-c2nc3ccccc3o2)c1)C1(c2ccccc2)CCCC1	13%	-2%	0%	7%	17%	-11%	-19%	-26%
O=C(O)c1ccc(/C=N/NC(=O)c2cc(-c3ccc4c5c(cccc35)CC4)n[nH]2)cc1	?	-11%	5%	?	-8%	5%	-13%	29%
CC1=NN(C(=O)Cc2ccccc2)C(O)(c2ccccc2)C1 (configuration not stated)	-3%	0%	1%	-2%	-18%	1%	-2%	-47%[inhibitor]
C(=N\c1nc2ccccc2[nH]1)/c1cccs1	9%	2%	-16%	10%	6%	-13%	7%	6%
CC(C)CCNC(=O)c1cc(-c2ccncc2)nc2ccc(S(=O)(=O)N3CCOCC3)cc12	8%	-3%	-6%	-12%	-10%	7%	-16%	nt
CC(=O)NCCOc1cccc(OCCNC(C)=O)c1	5%	-4%	-1%	-7%	7%	1%	-1%	6%[0.074 µM]
Cc1cc(C)nc(SCC(=O)Nc2nonc2N)n1	7%	-2%	-2%	-1%	7%	0%	1%	-57%
O=C(Cc1ccc(-n2c(=O)c3ccccc3n(Cc3cccc([N+](=O)[O-])c3)c2=O)cc1)NCC1CCCO1 (configuration not stated)	6%	7%	-15%	10%	9%	-26%	12%	-8%[10 µM]
CCOC(=O)Cn1c(=O)c2c(nc3n2CCCCN3c2ccc(C)cc2)n(C)c1=O	-4%	11%	1%	7%	2%	-5%	11%	1%[10 µM]
Cc1occc1C(=O)N/N=C/c1ccc(Br)s1	-2%	-6%	5%	?	-8%	3%	-16%	21%[10 µM]

From PubChem BioAssay
